NPC1 prom act = activators of NPC1 promoter. Huh7 NPC1 promoter luciferase reporter, 24 h. Potency, µM (titrated, usually from 9.22 µM), inactives show at the highest dose activation, most hits filed as activators. hit rate 2.4% among 320,000;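 further: potency means the concentration at half of the fitted maximal effect; % of control where 0% means no effect; nearly all actives have a fitted effect of over 60% in size; reporter is driven by a mutant NPC1 promoter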
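Stable NPC1-promoter luciferase Huh7 line; cpd (DMSO) 24 h, 37 °C, 5% CO2; Amplite luciferase reagent 10 min RT; luminescence readout. qHTS format.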
TRPV1 ag = activates the human vanilloid receptor TRPV1 | TRPV1-expressing cells, Fluo-8 calcium influx, agonist mode | Q8NER1 | activation, % at 8.33 µM | hit rate 0.19% among 320,000 | AID 540275; in the data active means activation above about 80%; inconclusive means between about 30% and that limit; further: 0% is about no effect
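TRPV1-expressing cells were cultured overnight at 35.5C and loaded with Fluo-8 calcium dye for 40 to 90 min at room temperature. After a 10 s baseline, compound was added and calcium influx was read kinetically for 3 min (ex 480/em 520 nm).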
Gal4-VP16 FLuc = Gal4-VP16 reporter inhibition counter-screen; AID 2546; Drosophila S2 Gal4-VP16 UAS-luciferase, luminescence, 20 h; Potency, µM (titrated, usually from 53.6 µM), for inactives: at the top dose activity, negative = inhibition, hits mostly inhibitors; hit rate 3.5% among 310,000;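 further: Gal4-VP16 expression switched on by copper sulfate through the metallothionein promoter; potency means the concentration at half of the fitted maximal effect; on the % scale 0 is the no-effect control and ±100 the full control effect; nearly all actives have a fitted effect of over 50% in size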
Tb PFK block = inhibitors of T. brucei phosphofructokinase; T. brucei PFK, ADP-Glo luminescence; Potency, µM (series often up to 57.5 µM), for inactives: at the top dose activity, negative = inhibition, actives largely listed as inhibitors; hit rate 0.17% among 330,000; AID 485367;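 further: potency means the concentration at half of the fitted maximal effect; 0% = uninhibited 1x PFK enzyme wells and -100% = no-enzyme wells; nearly all actives have a fitted effect of over 60% in size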
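Compounds were pin-transferred as a titration series up to 57 uM into substrate buffer (0.5 mM F6P, 0.1 mM ATP, pH 8.0), then 1.25 nM PFK was added and reactions ran 45 min before ADP-Glo detection.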
FLuc counter = counter-screen for miR-21 project: firefly luciferase inhibitors or activators; P08659; hit rate 6.9% among 360,000; purified FLuc, Km substrates, luminescence inhibition; Potency, µM (series often up to 57.5 µM), for the others: at the top dose activity change, negative = inhibition, most hits filed as inhibitors;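 further: potency means the concentration at half of the fitted maximal effect; plate controls were vehicle for no effect and reference inhibitor for full effect; nearly all actives have a fitted effect of over 55% in size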
Target sequence (P08659 whole entry, looked up): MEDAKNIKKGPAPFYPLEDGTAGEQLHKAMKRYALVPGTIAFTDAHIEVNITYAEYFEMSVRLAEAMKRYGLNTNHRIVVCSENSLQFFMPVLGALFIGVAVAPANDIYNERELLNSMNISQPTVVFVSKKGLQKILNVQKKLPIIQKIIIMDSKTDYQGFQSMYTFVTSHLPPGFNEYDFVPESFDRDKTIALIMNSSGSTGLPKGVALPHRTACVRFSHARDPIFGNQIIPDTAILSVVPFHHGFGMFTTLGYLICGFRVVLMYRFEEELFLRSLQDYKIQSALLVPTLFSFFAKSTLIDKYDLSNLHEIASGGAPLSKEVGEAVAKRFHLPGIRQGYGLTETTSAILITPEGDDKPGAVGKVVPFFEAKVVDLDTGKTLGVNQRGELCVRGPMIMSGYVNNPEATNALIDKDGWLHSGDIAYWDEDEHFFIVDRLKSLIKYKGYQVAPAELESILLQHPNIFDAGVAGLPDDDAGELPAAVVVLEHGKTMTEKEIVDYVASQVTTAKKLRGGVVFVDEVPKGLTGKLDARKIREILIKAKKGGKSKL
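Purified P. pyralis luciferase (10nM final) with 10uM D-luciferin and 10uM ATP (Km levels) in 50mM Tris acetate pH 7.5, 10mM Mg acetate, 0.01% Tween-20, 0.05% BSA; qHTS 6-point titration, ~60 µM downward; luminescence read.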
Rab9 promoter act = activates the Rab9 promoter; Huh7 Rab9 promoter-luciferase reporter, luminescence, 24 h; Potency, µM (highest dose often 9.22 µM), without a hit: top-dose activation, negative = inhibition, actives largely listed as activators; hit rate 2.8% among 320,000; further: potency means the concentration at half of the fitted maximal effect; % of control where 0% means no effect; nearly all actives have a fitted effect of over 60% in size
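Huh7 cells stably carrying a Rab9 promoter-luciferase reporter, 1500 cells per well in OP-MEM I with 10% FBS, treated with compound 24 hours at 37C. Luciferase activity read by luminescence after 10 minutes with Amplite reagent.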
p53 reactivation = re-activators of mutant p53 | hit rate 0.063% among 320,000 | AID 504706 | H1299 p53-A138V BP100-luciferase reporter, luminescence, 24 h | Potency, µM (doses to about 92.2 µM), without a hit: at the highest dose activity change, positive = activation, usual class: activators; further: potency means the concentration at half of the fitted maximal effect; % of control where 0% means no effect; nearly all actives have a fitted effect of over 45% in size
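p53-null H1299 cells stably carrying temperature-sensitive p53-A138V and a BP100-luciferase reporter were pinned with compounds (4-point, 1:5 series) and held 24 hrs at 37 deg C. Luminescence was read 10 min after detection reagent.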
ELG1 genotox = inducers of genotoxicity in HEK293T ELG1-luciferase cells. hit rate 1.3% among 330,000. HEK293T ELG1-luciferase reporter, luminescence, 16 h. AID 504466. Potency, µM (highest dose often 46 µM), without a hit: at the top dose activity change, positive = activation, usual class: activators; further: potency means the concentration at half of the fitted maximal effect; % of control where 0% means no effect; nearly all actives have a fitted effect of over 60% in size
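16 hr compound incubation (37 °C, 5% CO2) of HEK293T cells carrying luciferase-tagged ELG1; luciferase then measured by ONE-Glo luminescence after 30 min at RT.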
ELG1 DNA repair = inhibitors of ELG1-dependent DNA repair in HEK293T cells; Potency, µM (series often up to 46.1 µM), for inactives: at the highest dose activity change, negative = inhibition, usual class: inhibitors; HEK293T ELG1-luciferase reporter, luminescence, 16 h; DNA damage induced by 5-fluorouridine; hit rate 2.3% among 330,000; further: potency means the concentration at half of the fitted maximal effect; on the % scale 0 is the no-effect control and ±100 the full control effect; nearly all actives have a fitted effect of over 55% in size
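In this reporter screen, reduction of luminescence relative to DMSO vehicle indicated activity. Compounds and 5-fluorouridine were added together to 2,000 cells per well, incubated for 16 hr at 37 °C, then developed with ONE-Glo.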
BRCA1 expr up = BRCA1 expression activation; MCF7-BRCA1-FFLuc reporter, luminescence, 48 h; response scale: scaled: vehicle 0%, 10 µM genistein 100%; Potency, µM (highest dose often 46.1 µM), for inactives: top-dose activation, most hits filed as activators; hit rate 1.1% among 380,000; further: potency means the concentration at half of the fitted maximal effect; nearly all actives have a fitted effect of over 80% in size; some results filed as inactive show a strong effect at the top dose
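First, MCF7-BRCA1-FFLuc cells (2000/well) attach for 2 h; next, compounds are pin-added and incubated 48 h at 37 °C; finally, luciferase reagent is added and luminescence read after 15 min.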
RORg inh = inhibitors of mouse ROR gamma transcriptional activity. P51450. Drosophila S2 Gal4-RORgamma UAS-luciferase reporter, 20 h. Potency, µM (titrated, usually from 53.6 µM), for inactives: top-dose activity change, negative = inhibition, hits mostly inhibitors. hit rate 5.4% among 310,000; further: potency means the concentration at half of the fitted maximal effect; on the % scale 0 is the no-effect control and ±100 the full control effect; nearly all actives have a fitted effect of over 60% in size
Target sequence (P51450 whole entry, looked up, the tested form may be a part): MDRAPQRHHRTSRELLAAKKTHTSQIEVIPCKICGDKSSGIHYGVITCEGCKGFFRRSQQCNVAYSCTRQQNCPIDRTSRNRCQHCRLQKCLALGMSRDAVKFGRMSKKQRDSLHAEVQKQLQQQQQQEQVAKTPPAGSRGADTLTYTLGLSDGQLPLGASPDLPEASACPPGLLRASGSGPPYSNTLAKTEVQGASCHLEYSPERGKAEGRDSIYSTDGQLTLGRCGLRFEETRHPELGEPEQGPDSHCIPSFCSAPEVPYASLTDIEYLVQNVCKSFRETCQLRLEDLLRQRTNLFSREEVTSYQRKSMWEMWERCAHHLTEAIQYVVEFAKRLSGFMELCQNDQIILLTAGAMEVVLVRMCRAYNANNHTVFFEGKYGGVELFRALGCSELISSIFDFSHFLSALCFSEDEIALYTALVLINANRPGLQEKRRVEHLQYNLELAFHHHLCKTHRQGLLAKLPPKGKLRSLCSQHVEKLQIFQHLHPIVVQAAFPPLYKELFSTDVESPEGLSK
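Compounds are pin-transferred onto Drosophila Schneider cells expressing a copper-inducible Gal4–ROR gamma transactivation domain fusion. After 1 hr, copper sulfate is added to 700 uM final; luciferase is read 20 hr later.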
Numbers without * were called inactive; [ ] = another dose, or the depositor's remark. Unless noted, the call rests on the fitted dose curve; in most records, active means well fitted curve in the direction sought with a large enough effect; inconclusive means small, poorly fitted or top-dose-only effect, or another doubt; inactive means no such curve, though single readings can be large; an effect the other way counts as inactive or inconclusive.

COCCN1CCN(Cc2nc(Cc3ccc(OC)c(OC)c3)no2)CC1 was read as NPC1 prom act -6%, TRPV1 ag 0, Gal4-VP16 FLuc -25%, Tb PFK block -5%, FLuc counter 0%, Rab9 promoter act 0%, p53 reactivation 5%, ELG1 genotox 2%, ELG1 DNA repair 14%, BRCA1 expr up 0% and RORg inh 2%.
CCCCn1c(N)c(N(CC(C)C)C(=O)Cn2c(=O)cnc3ccccc32)c(=O)[nH]c1=O was read as NPC1 prom act 0%, TRPV1 ag -3, Tb PFK block 0%, FLuc counter 11%, Rab9 promoter act 1%, p53 reactivation -3%, ELG1 genotox 1%, ELG1 DNA repair 0% and BRCA1 expr up 6%.
Screening CCC(NC(=S)NCc1ccccc1)C(=O)O (configuration not stated) returned NPC1 prom act -1%, TRPV1 ag 2, Gal4-VP16 FLuc 10%, Tb PFK block 1%, FLuc counter -1%, Rab9 promoter act 2%, p53 reactivation -3%, ELG1 genotox -1%, ELG1 DNA repair 0%, BRCA1 expr up 1% and RORg inh -14%.
`CSc1ccc(S(=O)(=O)NCC(=O)OC(C)C(=O)NCc2ccccc2)cc1[N+](=O)[O-]` (configuration not stated) gave NPC1 prom act 0%, TRPV1 ag 6, Tb PFK block -12%, FLuc counter -1%, Rab9 promoter act 2%, p53 reactivation -1%, ELG1 genotox -4%, ELG1 DNA repair 6% and BRCA1 expr up -22%.
For Cc1nc(N2CCN(C(=O)CCC(=O)O)CC2)c2c(C)c(C)sc2n1 the results were NPC1 prom act -2%, TRPV1 ag 1, Gal4-VP16 FLuc 2%, Tb PFK block 18%, FLuc counter 6%, Rab9 promoter act -3%, p53 reactivation -7%, ELG1 genotox -1%, ELG1 DNA repair 14%, BRCA1 expr up 7% and RORg inh 15%.
For CC(Nc1nc(C(F)(F)F)nc2ccccc12)c1cccs1 (configuration not stated) the results were NPC1 prom act -4%, TRPV1 ag -6, Gal4-VP16 FLuc 0%, Tb PFK block -1%, FLuc counter 0%, Rab9 promoter act -1%, p53 reactivation inconclusive, ELG1 genotox 2%, ELG1 DNA repair -9%, BRCA1 expr up -45% and RORg inh inconclusive.
O=C(NN1CCOCC1)c1ccc(Cl)s1 was read as NPC1 prom act -1%, TRPV1 ag -2, Gal4-VP16 FLuc -9%, Tb PFK block 1%, FLuc counter -7%, Rab9 promoter act -2%, p53 reactivation -1%, ELG1 genotox 2%, ELG1 DNA repair 15%, BRCA1 expr up 7% and RORg inh 7%.
COC(=O)C1=C(C)N(c2cc(Cl)cc(Cl)c2)C(=O)C1 was read as NPC1 prom act -4%, TRPV1 ag -1, Gal4-VP16 FLuc 1%, Tb PFK block 5%, FLuc counter 1%, Rab9 promoter act -3%, p53 reactivation -7%, ELG1 genotox -6%, ELG1 DNA repair -11%, BRCA1 expr up -24% and RORg inh inconclusive.
`Cc1ccc(C)c(NC(=S)NCc2ccccc2)c1` gave NPC1 prom act 1%, TRPV1 ag inconclusive, Gal4-VP16 FLuc 5µM*, Tb PFK block 0%, FLuc counter 4%, Rab9 promoter act -5%, ELG1 genotox -5%, ELG1 DNA repair -4%, BRCA1 expr up 0% and RORg inh 3.2µM*.
`COc1cccc(-c2nc(CS(=O)CC(=O)NCc3ccccc3Cl)c(C)o2)c1` (configuration not stated) gave NPC1 prom act 1%, TRPV1 ag 1, Gal4-VP16 FLuc -5%, Tb PFK block 6%, FLuc counter inconclusive, Rab9 promoter act -4%, p53 reactivation 12%, ELG1 genotox 9%, ELG1 DNA repair 9%, BRCA1 expr up 20% and RORg inh 6%.
CNC(=O)C(Sc1nc(C)nc2c1oc1ccccc12)C(C)=O (configuration not stated) was read as NPC1 prom act -3%, TRPV1 ag -1, Gal4-VP16 FLuc 7.1µM*, Tb PFK block 3%, FLuc counter 3%, Rab9 promoter act 12%, p53 reactivation 6%, ELG1 genotox 2%, ELG1 DNA repair 3%, BRCA1 expr up 6% and RORg inh 33%.
`CCNC(=O)COC(=O)c1cc(C)n(-c2ccccc2)c1C` gave NPC1 prom act 17%, TRPV1 ag 29, Gal4-VP16 FLuc -7%, Tb PFK block 0%, FLuc counter inconclusive, Rab9 promoter act inconclusive, p53 reactivation 3%, ELG1 genotox inconclusive, ELG1 DNA repair 26%, BRCA1 expr up 28% and RORg inh -7%.
For O=c1cc(-c2ccccc2)oc2cc(O)c(O)c(O)c12 the results were Gal4-VP16 FLuc inconclusive, Tb PFK block 7.6µM*, p53 reactivation 27%, ELG1 genotox inconclusive, ELG1 DNA repair inconclusive, BRCA1 expr up inconclusive and RORg inh 28µM*.
`CC(NC(=O)C(=O)NCC1CCCO1)c1ccccc1` (configuration not stated) gave NPC1 prom act 0%, TRPV1 ag 1, Gal4-VP16 FLuc -9%, Tb PFK block 2%, FLuc counter 4%, Rab9 promoter act 6%, p53 reactivation 5%, ELG1 genotox 3%, ELG1 DNA repair 23%, BRCA1 expr up 2% and RORg inh 13%.
COc1ccccc1N(CC(=O)NC1CCCCC1)C(=O)CNC(=O)c1cccs1 was read as NPC1 prom act 0%, TRPV1 ag 2, Gal4-VP16 FLuc -6%, Tb PFK block 0%, FLuc counter 1%, Rab9 promoter act 3%, p53 reactivation -3%, ELG1 genotox -2%, ELG1 DNA repair -12%, BRCA1 expr up -13% and RORg inh -10%.
Cc1ccccc1C(=O)NC=C1C(=O)OC(C)(C)OC1=O was read as NPC1 prom act -9%, TRPV1 ag -1, Gal4-VP16 FLuc -10%, Tb PFK block -5%, FLuc counter 1%, Rab9 promoter act -2%, p53 reactivation 6%, ELG1 genotox -3%, ELG1 DNA repair 1%, BRCA1 expr up 1% and RORg inh -18%.
`Cc1ccc(NC(=O)COC(=O)c2cccnc2)c(C)c1` gave NPC1 prom act 7%, TRPV1 ag -1, Gal4-VP16 FLuc 6%, Tb PFK block -14%, FLuc counter -13%, Rab9 promoter act -3%, p53 reactivation -1%, ELG1 genotox -1%, ELG1 DNA repair 17%, BRCA1 expr up -23% and RORg inh 0%.
`CCN(CC)C(=O)CSC(Nc1ccc(F)cc1)=C(C#N)C#N` gave NPC1 prom act -3%, TRPV1 ag -1, Gal4-VP16 FLuc -2%, Tb PFK block -6%, FLuc counter 4%, Rab9 promoter act -4%, p53 reactivation 4%, ELG1 genotox 0%, ELG1 DNA repair 0%, BRCA1 expr up -48% and RORg inh 2%.
`CC(C(=O)O)n1nnc2ccccc21` (configuration not stated) gave NPC1 prom act 0%, TRPV1 ag -1, Gal4-VP16 FLuc 8%, Tb PFK block -4%, FLuc counter 0%, Rab9 promoter act -6%, p53 reactivation -1%, ELG1 genotox 1%, ELG1 DNA repair 1%, BRCA1 expr up 1% and RORg inh 1%.
`Cc1ccccc1CNc1ccc(C(CC(N)=O)NC(=O)c2ccc(Br)cc2)cc1[N+](=O)[O-]` (configuration not stated) gave NPC1 prom act -2%, TRPV1 ag -2, Gal4-VP16 FLuc 6%, Tb PFK block 4%, FLuc counter -1%, Rab9 promoter act 5%, p53 reactivation -8%, ELG1 genotox -6%, ELG1 DNA repair -24%, BRCA1 expr up -17% and RORg inh 22%.
Cc1cc(Br)ccc1SCC(=O)OCC(=O)NC(C)c1ccccc1 (configuration not stated) was read as NPC1 prom act 1%, TRPV1 ag inconclusive, Gal4-VP16 FLuc 1%, Tb PFK block 4%, FLuc counter -9%, Rab9 promoter act -13%, p53 reactivation -1%, ELG1 genotox 2%, ELG1 DNA repair 14%, BRCA1 expr up -1% and RORg inh -5%.
COC(=O)c1cnc(Nc2ccc(Cl)cc2)c([N+](=O)[O-])c1 was read as NPC1 prom act -8%, Gal4-VP16 FLuc 12%, Tb PFK block 0%, FLuc counter -2%, Rab9 promoter act 2%, p53 reactivation 0%, ELG1 genotox 0%, ELG1 DNA repair 8%, BRCA1 expr up -1% and RORg inh 0%.
Screening Cn1cnc2c1c(=O)n(Cc1ccc(Cl)cc1Cl)c(=O)n2C returned NPC1 prom act -5%, TRPV1 ag 3, Gal4-VP16 FLuc 5%, Tb PFK block 0%, FLuc counter -1%, Rab9 promoter act -1%, p53 reactivation 20%, ELG1 genotox 11%, ELG1 DNA repair -23%, BRCA1 expr up -3% and RORg inh 0%[1.91 µM].
`O=C(Nc1ccc(Cl)cn1)C1C(c2ccccc2)C1(Cl)Cl` (configuration not stated) gave NPC1 prom act -6%, TRPV1 ag inconclusive, Gal4-VP16 FLuc 6%, Tb PFK block -9%, FLuc counter -2%, Rab9 promoter act -7%, p53 reactivation 1%, ELG1 genotox -5%, ELG1 DNA repair -19%, BRCA1 expr up -12% and RORg inh inconclusive.
